Source: PubChem
ER stress surv – protection against thapsigargin ER stress killing – CSM14.1 cells, ATP luminescence, primary screen | CSM14.1 thapsigargin ER stress survival | relative survival (cellular ATP), % at 15 µg/mL (by protocol) | hit rate 0.33% among 48,000;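 active means survival measured by cellular ATP above 50% at 15 µg/ml in the first screen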;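 further: cell death triggered by about 15 µM thapsigargin; ATP read 24 h after thapsigargin was added; plate controls were thapsigargin with DMSO for no effect and DMSO without thapsigargin for full effect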
Numbers without * were called inactive. This is a subset; rates above refer to the full screens.

entry | Compound | ER stress surv
1 | O=C1c2ccccc2-c2ccc(S(=O)(=O)Nc3ccc(S(=O)(=O)Nc4nccs4)cc3)cc21 | -3.0
2 | CCOc1cccc(C(=O)Nc2ccc(Br)cc2C(=O)O)c1 | 1.9
3 | CCOC(=O)N1CCN(C(=O)c2ccc([N+](=O)[O-])cc2)CC1 | 24.3
4 | C=CCOc1c(Cl)cc(/C=C2\C(=O)NC(=O)N(c3ccc(C)cc3)C2=O)cc1OC | 8.7
5 | CCOC(=O)C/C(C)=N\NS(=O)(=O)c1ccc(Oc2ccc([N+](=O)[O-])cc2)cc1 | 1.4
6 | Cc1cccc(NCCCC(=O)N/N=C/c2ccco2)c1 | -3.0
7 | CN1CCN(C(=O)CC23CC4CC(CC(C4)C2)C3)CC1 | -1.3
8 | C/C(=C\c1ccccc1F)C(=O)c1c(C)cc(C)[nH]c1=O | 2.8
9 | O=C(Nc1ccc(OC(F)(F)F)cc1)c1ccc([N+](=O)[O-])cc1 | -1.8
10 | Cc1ccc(OCC(=O)Nc2ccc(N(C)C)cc2)cc1 | 5.4
11 | C=CCn1c(SCC(=O)c2cccs2)nc2sc3c(c2c1=O)CCCC3 | 3.0
12 | COCCN1C(=O)C(=O)/C(=C(/O)c2ccccc2)C1c1ccccc1[N+](=O)[O-] (configuration not stated) | -1.3
13 | O=C(Nc1ccc(OC(F)(F)F)cc1)c1ccccc1I | -0.2
14 | CCOc1ccc(CN2CCN(Cc3cc(Br)ccc3O)CC2)cc1 | -2.7
15 | COc1ccc(CCNC(=O)/C=C/c2cc(OC)ccc2OC)cc1 | 10.5
16 | Brc1ccc2nc(N3CCNCC3)nc(-c3ccccc3)c2c1 | -7.0
17 | N/C(=N\OC(=O)c1ccc2ccccc2c1)c1cccc([N+](=O)[O-])c1 | 18.6
18 | COc1cc(/C=N/N2CCN(Cc3ccc(Cl)cc3)CC2)cc(OC)c1OC(C)=O | 2.8
19 | O=C(O)c1cccc(N2C(=O)c3ccc(Br)cc3C2=O)c1 | 1.3
20 | CC(C)NC(=O)COc1ccc(C=C2C(=O)NC(=O)NC2=O)cc1 | 6.8
21 | O=C(NCCc1ccc(Cl)cc1)C(=O)NCc1ccccc1 | 2.3
22 | CN(C)Cc1c(O)ccc2c1c(-c1ccccc1)nn2-c1ccccc1 | -3.6
23 | COc1cc2c(cc1NC(=O)c1c(-c3c(F)cccc3Cl)noc1C)oc1ccccc12 | -2.6
24 | C=CCOC(=O)C1=C(C)NC(C)=C(C(=O)OCC=C)C1c1cccc([N+](=O)[O-])c1 | -0.2
25 | O=C1S/C(=C\c2ccccc2[N+](=O)[O-])C(=O)N1Cc1ccccc1 | 17.8
26 | CC(=O)OCCNC(=O)/C(=C\c1ccc(Br)cc1)NC(=O)c1ccc(Br)o1 | 9.2
27 | CCOC(=O)C1=C(c2ccccc2)N=c2s/c(=C\c3cccnc3)c(=O)n2C1c1cccc(OC)c1OC (configuration not stated) | 1.9
28 | O=C(COc1ccc(Cl)cc1)Oc1ccc2c(c1)oc(=O)c1ccccc12 | -0.5
29 | Cc1ccc(-c2cc(C(=O)Nc3ccncc3)c3ccccc3n2)cc1C | 1.3
30 | CN1CCN(C(=O)c2ccccc2NC(=O)CN2C(=O)c3ccccc3C2=O)CC1 | 4.2

A draw from above in order of molar mass, largest number first.
entry | Compound | ER stress surv
27 | CCOC(=O)C1=C(c2ccccc2)N=c2s/c(=C\c3cccnc3)c(=O)n2C1c1cccc(OC)c1OC (configuration not stated) | 1.9
26 | CC(=O)OCCNC(=O)/C(=C\c1ccc(Br)cc1)NC(=O)c1ccc(Br)o1 | 9.2
23 | COc1cc2c(cc1NC(=O)c1c(-c3c(F)cccc3Cl)noc1C)oc1ccccc12 | -2.6
18 | COc1cc(/C=N/N2CCN(Cc3ccc(Cl)cc3)CC2)cc(OC)c1OC(C)=O | 2.8
4 | C=CCOc1c(Cl)cc(/C=C2\C(=O)NC(=O)N(c3ccc(C)cc3)C2=O)cc1OC | 8.7
5 | CCOC(=O)C/C(C)=N\NS(=O)(=O)c1ccc(Oc2ccc([N+](=O)[O-])cc2)cc1 | 1.4
30 | CN1CCN(C(=O)c2ccccc2NC(=O)CN2C(=O)c3ccccc3C2=O)CC1 | 4.2
14 | CCOc1ccc(CN2CCN(Cc3cc(Br)ccc3O)CC2)cc1 | -2.7
11 | C=CCn1c(SCC(=O)c2cccs2)nc2sc3c(c2c1=O)CCCC3 | 3.0
24 | C=CCOC(=O)C1=C(C)NC(C)=C(C(=O)OCC=C)C1c1cccc([N+](=O)[O-])c1 | -0.2
12 | COCCN1C(=O)C(=O)/C(=C(/O)c2ccccc2)C1c1ccccc1[N+](=O)[O-] (configuration not stated) | -1.3
28 | O=C(COc1ccc(Cl)cc1)Oc1ccc2c(c1)oc(=O)c1ccccc12 | -0.5
16 | Brc1ccc2nc(N3CCNCC3)nc(-c3ccccc3)c2c1 | -7.0
2 | CCOc1cccc(C(=O)Nc2ccc(Br)cc2C(=O)O)c1 | 1.9
29 | Cc1ccc(-c2cc(C(=O)Nc3ccncc3)c3ccccc3n2)cc1C | 1.3
19 | O=C(O)c1cccc(N2C(=O)c3ccc(Br)cc3C2=O)c1 | 1.3
22 | CN(C)Cc1c(O)ccc2c1c(-c1ccccc1)nn2-c1ccccc1 | -3.6
15 | COc1ccc(CCNC(=O)/C=C/c2cc(OC)ccc2OC)cc1 | 10.5
25 | O=C1S/C(=C\c2ccccc2[N+](=O)[O-])C(=O)N1Cc1ccccc1 | 17.8
17 | N/C(=N\OC(=O)c1ccc2ccccc2c1)c1cccc([N+](=O)[O-])c1 | 18.6
20 | CC(C)NC(=O)COc1ccc(C=C2C(=O)NC(=O)NC2=O)cc1 | 6.8
9 | O=C(Nc1ccc(OC(F)(F)F)cc1)c1ccc([N+](=O)[O-])cc1 | -1.8
21 | O=C(NCCc1ccc(Cl)cc1)C(=O)NCc1ccccc1 | 2.3
3 | CCOC(=O)N1CCN(C(=O)c2ccc([N+](=O)[O-])cc2)CC1 | 24.3
8 | C/C(=C\c1ccccc1F)C(=O)c1c(C)cc(C)[nH]c1=O | 2.8
10 | Cc1ccc(OCC(=O)Nc2ccc(N(C)C)cc2)cc1 | 5.4

Continued:
entry | Compound | ER stress surv
31 | CCOc1ccccc1NC(=O)CSc1nc2ccccc2o1 | 8.0
32 | CC(=O)C(=Nc1ccc(C)cc1C)NNc1ccc(Cl)c(C(N)=O)c1 | 2.1
33 | Nc1ccccc1SC1=C([N+](=O)[O-])CS(=O)(=O)C1 | -18.4
34 | COc1cc(/C=N/n2cnnc2)ccc1OC(=O)c1ccco1 | -2.2
35 | CCN(CC)CCN1C(=O)C(O)=C(C(=O)/C=C/c2ccccc2)C1c1ccc(OC)cc1 (configuration not stated) | 7.4
36 | Cc1cc(OCC(=O)Nc2ccc(Cl)cn2)ccc1Br | 2.0
37 | CCOC(=O)C(Sc1n[nH]c(=O)[nH]c1=O)c1ccccc1 (configuration not stated) | 7.8
38 | O=C(c1ccc(N2CCN(C(=O)c3ccccc3Br)CC2)cc1)c1cccc(F)c1 | -4.4
39 | O=C(/C=C/c1ccccc1Cl)Nc1ccc([N+](=O)[O-])cc1 | 0.1
40 | COC(=O)c1c(NC(C)=O)sc(/C(C)=C/C#N)c1C | 17.5
41 | Cc1ccc(C(=O)CSc2nc(N)c(C#N)c(-c3ccc(O)cc3)c2C#N)cc1 | 10.5
42 | O=C(NC(=S)Nc1cccc(-c2nc3cc(Cl)ccc3o2)c1)c1ccco1 | 0.0
43 | CC(=O)Nc1ccccc1NC(=O)COc1ccccc1 | 0.4
44 | COc1ccc(CNC(=O)C(=O)Nc2ccc([N+](=O)[O-])cc2)cc1 | 10.5
45 | CCCNC(=O)c1sc2ccccc2c1Cl | 1.3
46 | CCOC(=O)c1ccc(NC(=O)C(CC)Oc2ccccc2)cc1 (configuration not stated) | 5.3
47 | COc1cc(C(=O)N2CCN(C3CC4CCC3C4)CC2)cc(OC)c1OC (configuration not stated) | -0.8
48 | COc1ccc(-n2c(/C=C/c3c(C)n(C)c4ccc(OC)cc34)nc3ccccc3c2=O)cc1 | 2.7
49 | CCOc1ccc(NC(=O)c2ccc(C#Cc3ccccc3)cc2)cc1 | 0.0
50 | CNC(=S)N(CCc1ccc(OC)c(OC)c1)C1CC(=O)N(c2ccccc2)C1=O (configuration not stated) | 7.3
51 | O=C(c1ccc(S(=O)(=O)N2CCCCCC2)cc1)N1CCN(c2ccccc2)CC1 | 7.5
52 | CC(C)NC(=O)CN(c1ccc(Oc2ccccc2)cc1)S(C)(=O)=O | 5.2
53 | Cc1cc(=O)oc2cc(OC/C(=N\O)c3ccc(Cl)cc3)c(Cl)cc12 | -0.8
54 | O=C(COc1cccc(Cl)c1)Nc1ccc(OCc2ccccc2)cc1 | -2.4
55 | NC1=NC2(CCCCC2)N=C(Nc2ccc(Cl)cc2)N1 | -5.8
56 | CC(=O)c1c(C)oc2ccc(OC(=O)c3cccc(Cl)c3)cc12 | 14.4
57 | CCCOc1cccc(C(=O)Nc2cc(NC(=O)c3cccc(OCCC)c3)cc(C(=O)O)c2)c1 | 2.3
58 | O=C(O)c1ccc(N=Cc2ccc([N+](=O)[O-])s2)cc1 | 1.7
59 | CCOc1ccc(C(=O)Nc2ccc(-c3nc4ccccc4s3)c(O)c2)cc1Cl | 6.5
60 | CCOc1cc(C=C2C(=O)NC(=O)NC2=O)ccc1OCc1ccccc1 | 3.1
61 | CCCN(CCC)c1ccc(/C=N/NC(=O)Cc2ccccc2)cc1 | 3.0
62 | Cc1nc2ccc(NC(=S)NCCCO)cc2nc1C | 4.1
63 | COc1ccccc1C(=O)NNC(=O)c1ccc([N+](=O)[O-])cc1 | 7.2
64 | O=C1C2C3C=CC(C4CC34)C2C(=O)N1c1cc(Cl)cc(Cl)c1 (configuration not stated) | 6.2
65 | Cc1ccc(OCCOCCOc2ccc(Br)cc2/C=N\n2cnnc2)cc1 | -0.6
66 | C=CCN1C(=O)/C(=C\c2ccc(OS(=O)(=O)c3ccccc3)c(OC)c2)SC1=S | -2.1
67 | COc1ccc(OC)c(NC(=O)CN(c2ccc(OC)cc2OC)S(C)(=O)=O)c1 | -5.6
68 | C=C(C)CN1CCN(S(=O)(=O)c2ccc3c(c2)Cc2cc(S(=O)(=O)N4CCN(CC(=C)C)CC4)ccc2-3)CC1 | 12.5
69 | CC1=C(C(=O)OCCc2ccccc2)C(c2c(F)cccc2Cl)CC(=O)N1 (configuration not stated) | -3.3
70 | COC(=O)CCC(=O)NCCc1c[nH]c2ccc(OC)cc12 | 11.4
71 | CCOC(=O)c1sc(NC(=O)CCc2ccccc2)nc1C | 3.2
72 | COc1ccc(/C=C(\NC(=O)c2ccccc2)C(=O)Nc2ccc(Cl)cc2)cc1OC | 1.8
73 | O=C(CCN1C(=O)/C(=C\c2cccs2)SC1=S)Nc1nccs1 | 4.7
74 | O=C1/C(=C/c2ccc(Br)cc2)SC(=S)N1Cc1ccco1 | 8.5
75 | CCC(=O)N1c2ccccc2NC2=C(C(=O)CC(C)(C)C2)C1c1ccccn1 (configuration not stated) | 4.7
76 | COc1cc(/C=C2/SC(=S)N(C)C2=O)ccc1OCCOc1cc(C)ccc1C(C)C | 0.4
77 | N#C/C(=C\c1ccc(-c2ccc(S(N)(=O)=O)cc2)o1)C(N)=O | 0.4
78 | CCc1c(C#N)c(N)nc(SCC(=O)c2ccc(Cl)c(Cl)c2)c1C#N | 6.7
79 | Cc1ccc2[nH]c(C)c(CN(C)Cc3ccccc3)c(=O)c2c1 | -2.1
80 | CCN(CC)C(=O)c1sc(NC(=O)C2c3ccccc3Oc3ccccc32)c(C(N)=O)c1C | 3.1
81 | CC(=O)Nc1ccc(S(=O)(=O)Nc2ccc(Nc3ccccc3)cc2)cc1 | 9.1
82 | COc1cc(CN2CCN(Cc3ccc(C(F)(F)F)cc3)CC2)cc(OC)c1OC | 3.4
83 | CC(C)(CN1CCCCC1)NS(=O)(=O)c1ccc(Cl)cc1 | 1.5
84 | O=C(/C=C/c1ccccc1)NC(=S)Nc1ccc(NC(=O)c2ccccc2)cc1 | 6.2
85 | CN1CCN(CCC(=O)N/N=C/c2cccnc2)CC1 | 4.2
86 | CCOc1cc(/C=C2\C(=O)NN(c3ccc(Cl)c(Cl)c3)C2=O)ccc1OC(C)=O | 17.4
87 | Cc1ccccc1NC(=O)c1c(NC(=O)c2cccc(Br)c2)sc2c1CCCC2 | -1.8
88 | CCCC(=O)Nc1sc(C(=O)N(CC)CC)c(C)c1C(=O)OC | 17.0
89 | Cc1cccc(OCC(=O)N/N=C/c2cc(Br)cc(I)c2O)c1 | 5.2
90 | COC(=O)c1c(NC(=O)c2cccnc2)sc(C)c1C | -2.3

Continuation.
entry | Compound | ER stress surv
91 | O=C(c1cc(-c2ccccc2)nc2ccccc12)N1CCCC1 | 1.3
92 | Cc1cccc(N/C(N)=N/c2nc(C(F)(F)F)cc(=O)[nH]2)c1C | 1.8
93 | Cc1n[nH]c(C)c1CCCCCCOc1cccc(Cl)c1 | -20.9
94 | CCN(CC)c1ccc(NC(=O)c2ccc(I)cc2)cc1 | 1.4
95 | CCCN(/C=N/S(=O)(=O)c1ccc(Cl)cc1)CCC | 8.6
96 | COc1ccc(S(=O)(=O)N2CCN(Cc3cc(OC)c(O)c(OC)c3)CC2)cc1 | 0.2
97 | CCC(=O)N1c2ccccc2NC2=C(C(=O)CC(c3ccccc3)C2)C1c1cccc(Br)c1 (configuration not stated) | 1.3
98 | Cc1ccc(S(=O)(=O)Nc2ccc(O)cc2)c(C)c1 | -4.5
99 | O=C(c1ccccc1)N1CCN=C1c1ccccc1 | 4.2
100 | Cc1ccc(S(=O)(=O)N(CC(O)CN(C)C)c2cccc3ccccc23)cc1 (configuration not stated) | -5.7
101 | COc1cc(/C=C2/S/C(=N/S(=O)(=O)c3ccccc3)NC2=O)c([N+](=O)[O-])cc1OC | 17.3
102 | O=C(N/N=C/c1ccc(Cl)cc1)c1ccccc1F | -11.0
103 | Clc1ccccc1OCCCN1CCOCC1 | -9.3
104 | O=c1oc(-c2ccccc2F)nc2c1cnn2-c1ccccc1 | 6.2
105 | C=C(C)C1CC=C(C)/C(=N/NC(=O)c2cccc(C)c2)C1 (configuration not stated) | 3.7
106 | COc1ccc(CNCc2ccccn2)cc1OC | 9.8
107 | CCCOc1ccc(N2C(=O)CC(N3CCC(O)CC3)C2=O)cc1 (configuration not stated) | -4.5
108 | O=C(c1ccccc1F)N1CCN(c2ccc([N+](=O)[O-])cc2C(F)(F)F)CC1 | 4.2
